Screening data deposited in PubChem by Fisher Drug Discovery Resource Center.
mcGAS MS inh: mouse cGAS inhibition by mass spec; Q8C6L5; recombinant mouse cGAS, cGAMP by RapidFire MS; inhibition, % at 12.5 µM; actives 0.18% (n = 130,000);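 active means inhibition of cGAS enzyme activity at or above 60%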;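 further: enzyme stimulated by 45 bp dsDNA with ATP and GTP substrates; cGAMP share of summed cGAMP plus half ATP and half GTP signals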
Target sequence (Q8C6L5 whole entry, looked up): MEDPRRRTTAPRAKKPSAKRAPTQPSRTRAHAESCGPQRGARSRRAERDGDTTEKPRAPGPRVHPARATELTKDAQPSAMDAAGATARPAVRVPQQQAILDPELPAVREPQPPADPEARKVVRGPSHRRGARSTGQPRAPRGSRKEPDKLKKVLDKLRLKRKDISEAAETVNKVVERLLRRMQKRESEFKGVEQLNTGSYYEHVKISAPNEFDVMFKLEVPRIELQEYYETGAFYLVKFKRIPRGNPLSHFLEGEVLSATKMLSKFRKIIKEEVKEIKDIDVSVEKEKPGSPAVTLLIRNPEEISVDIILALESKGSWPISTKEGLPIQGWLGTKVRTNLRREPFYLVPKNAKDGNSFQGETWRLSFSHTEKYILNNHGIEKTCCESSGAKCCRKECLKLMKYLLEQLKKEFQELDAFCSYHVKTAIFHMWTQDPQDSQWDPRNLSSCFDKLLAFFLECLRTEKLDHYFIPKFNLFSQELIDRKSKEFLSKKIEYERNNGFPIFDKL
* = called active by the depositor; & = joins results of further samples. An excerpt, so the mix of outcomes need not match the whole.

# | Molecule | mcGAS MS inh
1 | CCCCN(C(=O)COC(=O)C1CC1)c1c(N)n(CCC)c(=O)[nH]c1=O | -7
2 | CC(=O)Nc1cc(NCc2ccccc2Cl)ccc1F | 6
3 | COc1ccc(Nc2cc(C)nc(Nc3ccc(NC(=O)C(C)C)cc3)n2)cc1 | -6
4 | COc1ccccc1C1C(C#N)=C(SCC(N)=O)NC(=O)C1C#N (stereo unspecified) | -10
5 | O=C(Cn1cccn1)N1CCOC(CCCc2ccccc2)C1 (stereo unspecified) | -4
6 | COc1cc(NC(=O)CCC2CCCN(Cc3cccc4cnccc34)C2)cc(OC)c1 (stereo unspecified) | -8
7 | O=C(NC1CCOC1)c1cccc(OC2CCN(C(=O)C3CC3)CC2)c1 (stereo unspecified) | -3
8 | COC(=O)C1C2C=CC3(CN(CC(C)C)C(=O)C13)O2 (stereo unspecified) | -17
9 | CC(=O)N1CCN(c2ncccc2CNC(=O)c2ccccc2-n2cccn2)CC1 | -10
10 | O=C(C1CCCO1)N1CCN(c2nccc(CCC(F)(F)F)n2)CC1 (stereo unspecified) | -2
11 | Cc1cccc(C)c1Cn1c(C)c(C(=O)NCc2ccccn2)sc1=O | 0
12 | CC1CN(C(C)CNc2ncnc3ccsc23)CC(C)O1 (stereo unspecified) | -12
13 | COc1cc([N+](=O)[O-])ccc1NC(=O)COC(=O)c1c(C)oc(C)c1C | -10
14 | CC(C)c1ncc(C(O)(c2ccccc2)c2ccccc2)n1C | -1
15 | O=C(c1ccccc1OC(F)F)N1CCN(S(=O)(=O)c2ccc3c(c2)OCCO3)CC1 | 4
16 | Nc1nc(SCc2nc3ccccn3c2Br)n[nH]1 | -13
17 | Cc1csc(SCC(=O)Nc2nnc(-c3ccccc3)o2)n1 | 0
18 | COc1ccc(CN(C)C(=O)C2CN(C(C)=O)c3ccccc3O2)c(OC)c1 (stereo unspecified) | -4
19 | O=C(Cn1c(=O)[nH]c(=O)c2ccccc21)NCCCCOc1ccccc1 | 2
20 | CCOC(C)c1nc(CN(C)Cc2ccc(C#N)cc2)cs1 (stereo unspecified) | -17
21 | CCCc1nnc2n1Nc1nc3ccccc3nc1S2 | 13
22 | Cc1ncccc1C(=O)Nc1ccccc1-n1ccc(C(N)=O)n1 | -1
23 | Cn1cnnc1SCc1cn2cc(Cl)ccc2n1 | -11
24 | O=C(CNCc1ccc(Cl)cc1)N1CCc2ccccc2C1 | 5
25 | CCn1c(C2CCN(C(=O)COCC(F)(F)C(F)F)CC2)n[nH]c1=O | -8
26 | Cc1ccc(-c2csc3nc(CSc4nnc5n4CCCCC5)[nH]c(=O)c23)s1 | 0
27 | COc1ccccc1N1CCN(CCCS(=O)(=O)O)CC1 | 1
28 | CC(C(=O)N(C)Cc1ncc[nH]1)n1cnc2ccccc21 (stereo unspecified) | 7
29 | O=C(C=Cc1cn(Cc2ccccc2)nn1)N1CCN(S(=O)(=O)c2ccccc2Cl)CC1 | -7
30 | FC(F)(F)c1ccc(Oc2nc3ccccc3o2)cc1 | -6
31 | O=C1CN(Cc2ccco2)C2CS(=O)(=O)CC2N1c1cccc(Cl)c1 (stereo unspecified) | -7
32 | COc1cc(C(=O)n2ncc3cc(N)ccc32)cc(OC)c1OC | -8
33 | O=S(=O)(NCc1c(F)cccc1F)C1CC1 | -7
34 | COc1cc(-c2cnnc(NCCCN3CCCC3=O)n2)cc(OC)c1OC | -6
35 | Cc1ccc(C)c(CSc2ccc(NC(=O)C3CC3)nn2)c1 | 5
36 | N#C/C(=C/c1ccc(F)c(F)c1)c1ccno1 | -2

Four entries from above, as labelled records.
(26) Cc1ccc(-c2csc3nc(CSc4nnc5n4CCCCC5)[nH]c(=O)c23)s1
- mcGAS MS inh: 0

(28) CC(C(=O)N(C)Cc1ncc[nH]1)n1cnc2ccccc21 (stereo unspecified)
- mcGAS MS inh: 7

(32) COc1cc(C(=O)n2ncc3cc(N)ccc32)cc(OC)c1OC
- mcGAS MS inh: -8

(22) Cc1ncccc1C(=O)Nc1ccccc1-n1ccc(C(N)=O)n1
- mcGAS MS inh: -1

Values by screen from the entries so far.
Compounds 27 to 30 in mcGAS MS inh read 1, 7, -7, -6

(listing goes on)
# | Molecule | mcGAS MS inh
37 | Cc1ccccc1Cn1c(=O)c(C(=O)O)nn(-c2cccc(F)c2)c1=O | -7
38 | CC(C)(C)c1ccc(NC(=O)c2c3c(nn2C2CCS(=O)(=O)C2)CCC3)cc1 (stereo unspecified) | -5
39 | CCN(CC)S(=O)(=O)c1ccc(OC)c(N=Cc2ccccc2)c1 | 13
40 | C=CCn1ccnc1-c1cc(Cl)c(OC)c(OC)c1 | -7
41 | CCC(C(=O)N(C)Cc1sccc1C)n1cccn1 (stereo unspecified) | -8
42 | CCOC(=O)C1(CCCc2ccccc2)CCN(C(=O)CC2CCS(=O)(=O)C2)CC1 (stereo unspecified) | -12&-6
43 | Cc1nc2c(c(=O)[nH]1)CCN(C(=O)c1ccc(CN3CCC(C)CC3)o1)C2 | 0
44 | COC(=O)C1=C(C)N(Cc2ccccc2)C(=O)NC1c1cc(OC)c2c(c1)OCO2 (stereo unspecified) | 2
45 | Cc1cc(CNC(=O)C2CCCN(c3nc(-c4ccccc4)nc4c3CCC4)C2)on1 (stereo unspecified) | -4
46 | Cc1ccc(C(=O)NNC(=O)c2nn(-c3ccccc3)c3c2CCC3)c(C)c1 | -5
47 | CCOC(=O)CNc1ccccc1C(=O)N1CCCCCCC1 | -8
48 | CCCCN(CC)c1nc(N)c2c(N)nc(OCC)cc2c1C#N | 15
49 | CCCn1c(=O)c2c(nc3n(C)c(C)c(C)n23)n(C)c1=O | -6
50 | CCNc1cc(NCCNC(=O)c2cccs2)nc(C)n1 | -4
51 | CC(NC(=O)NCCN1CCCCC1C)c1nc2c(s1)CCCC2 (stereo unspecified) | -15
52 | Cc1nccnc1N1CCCCC1 | 0
53 | COc1ccc(-c2ccc(=O)n(Cc3ccccc3C)n2)cc1 | -10
54 | COc1cc2c(cc1CN1CCOC(CN)C1)OCCCO2 (stereo unspecified) | -22
55 | CC1COc2c(F)c(F)cc3c(=O)c(C(=O)O)cn1c23 (stereo unspecified) | 0
56 | CC1C(=O)N(Cc2cccc3cccnc23)C(=O)N1c1ccccc1 (stereo unspecified) | 3
57 | CCN(CC)C(=O)COc1cc2sc(C)nc2c2sccc12 | 4
58 | CN(C)c1c(Cl)cccc1NC(=O)NCc1ccoc1 | -5
59 | CC(c1cccc(-c2ccc(-c3nc(C4CC4)no3)cn2)c1)N1CCCC1 (stereo unspecified) | -15
60 | CC(C)Oc1ccc(S(=O)(=O)N2CCOCC2)cc1NC(=O)CCl | 3
61 | CCc1nnsc1C(=O)N1CCN(CC(=O)NC2CC2)CC1 | -21
62 | Cc1cc2ccccc2n1CCC(=O)N1CCN2CCNC(=O)C2C1 (stereo unspecified) | -4
63 | O=C(Cn1cnc2ccccc21)N1CCCC(CO)(Cc2ccccc2F)C1 (stereo unspecified) | 3
64 | CC1(C(=O)O)CCN1C(=O)Cc1ccsc1 (stereo unspecified) | -9
65 | C=CCOc1c(Cl)cc(C2c3cc4c(cc3OC(=N)C2C#N)OCO4)cc1OC (stereo unspecified) | -16
66 | CCCc1nc(C2CN(C(=O)c3ccc4c(c3)COC4)CCO2)n[nH]1 (stereo unspecified) | -9
67 | C=CCn1oc(=O)n(-c2ccc(OC)cc2)c1=O | -11
68 | CC1CCC(NC(=O)COc2ccccc2Br)CC1 (stereo unspecified) | -13
69 | Cc1cccc(Nc2ccc(NCCNC(=O)/C=C/c3ccccc3)nn2)n1 | -8
70 | NC(=O)c1cccc(CC2CCN(C(=O)Cc3ccc(F)c(F)c3F)C2)c1 (stereo unspecified) | -17
71 | COc1cc2c(C#N)c(N3CCNCC3)nc(N)c2c(N)n1 | -3
72 | CNc1cncc(-c2ccc(CO)cc2)n1 | -6
73 | CCCN(Cc1ccccc1OC)C(=O)C1CC(=O)c2ccccc21 (stereo unspecified) | -21
74 | CCCC1(CNC(=O)c2c(C)oc3ncn(C)c(=O)c23)CCC1 | -9
75 | COCc1cc(=O)c2c(-c3cccc(C)c3)nn(-c3ccccc3)c2[nH]1 | 9
76 | Cn1ccnc1SCc1nc(-c2ccccc2)no1 | -1
77 | COc1ccc(-c2nc(Cn3nc(C)cc3C)c(C)o2)c(F)c1 | -16
78 | CCCc1nnnn1CC(=O)Nc1ccc(C)c(F)c1 | 2
79 | Cc1ccccc1C(N)=NOC(=O)c1cccs1 | -10
80 | CN1C[C@@H](NC(=O)OCC(C)(C)C)C[C@H]1C(=O)N[C@H]1CCCCNC1=O | 6
81 | COc1cc(C(=O)Nc2ccc3c(c2)CCC3)cc(OC)c1OC | -3
82 | CC1(C)CC(=O)C2Sc3ccc(Cl)cc3N=C2C1 (stereo unspecified) | -13
83 | CCCCc1ccc(N2CCn3c2nc2c3c(=O)n(CCOCC)c(=O)n2C)cc1 | -3
84 | CCC(C)NC(=O)CN1CCN(c2cncc(OC)n2)CC1 (stereo unspecified) | -4

Single entries from the entries so far.
COc1ccc(-c2nc(Cn3nc(C)cc3C)c(C)o2)c(F)c1 in mcGAS MS inh: -16
CCC(C)NC(=O)CN1CCN(c2cncc(OC)n2)CC1 (stereo unspecified) in mcGAS MS inh: -4

Continuation.
# | Molecule | mcGAS MS inh
85 | O=C(Cn1ccnc1)N(c1ccccc1)C1CCS(=O)(=O)C1 (stereo unspecified) | 4
86 | CN1CCC(OCCCn2ccnc2-c2ccc(O)c(Cl)c2)CC1 | -12
87 | CCN(CC)C(=O)c1[nH]c2c(c1C)C(=O)CC(C)(C)C2 | -5
88 | O=C(NCC(c1ccccc1)N1CCCCCC1)c1cn(Cc2c(F)cccc2F)nn1 (stereo unspecified) | -9
89 | Cc1ccc(C)c(C(=O)Nc2ccc(NC(=O)C3CC3)cc2)c1 | -9
90 | C=CCOc1cccc(CNn2nnnc2N)c1 | -10
91 | O=C(NC1CCN(C(=O)C2(c3ccccc3)CC2)CC1)C1CCC1 | -9
92 | CS(=O)(=O)c1cc(C(=O)Nc2cc(Cl)ccc2F)ccc1Cl | 1
93 | CC(c1ccccc1)n1cnnc1Cn1cccn1 (stereo unspecified) | 8
94 | CC(C)(Oc1ccc2c(c1)CCC2)C(=O)NCC1(O)CCCNCC1 (stereo unspecified) | -22
95 | NC(=O)c1ccc(CN2CCC3(CC2)SCC2C(=O)N(c4ccccc4)C(=O)N23)cc1 (stereo unspecified) | -4
96 | O=C(Nc1cccc(S(=O)(=O)N2CCCC2)c1)c1cnc2n(c1=O)CCS2 | -6
97 | Cn1cc(-c2ccc3c(c2)N(Cc2ccccc2Cl)C(=O)COC3)cn1 | -13
98 | N#CCCN(Cc1ccco1)CC(O)COC1CCCc2ccccc21 (stereo unspecified) | -9
99 | O=C(Nc1cccc2c1CCN(Cc1ccc3nsnc3c1)C2)c1ccncc1 | -2
100 | COc1c(C)cc(C(O)c2ncc(-c3ccccc3C)[nH]2)cc1C (stereo unspecified) | -6
101 | Cc1ccc(CCC(=O)Nc2ccncc2)cc1Cl | -19
102 | CCNC(=O)[C@@H]1C[C@@H](N)CN1C(=O)CCN1CCCCO1 | -19
103 | O=C(COC(=O)c1ccc(S(=O)(=O)C(F)F)cc1)Nc1nc(-c2cc(F)ccc2F)cs1 | -10
104 | O=C(CN1CCN(c2ccc([N+](=O)[O-])c3cnccc23)CC1)Nc1ccc(F)cc1F | 10
105 | O=C(OCC(=O)N1CCCCCC1)c1ccc(Br)o1 | -4
106 | COc1ccc(CCn2nc(C(=O)O)c3c2CCN(C(=O)C2CCC2)C3)cc1 | 19
107 | CCOC(=O)NC(n1ccnc1)C(F)(F)C(F)(F)C(F)(F)C(F)F (stereo unspecified) | -31
108 | Cc1cnc(CNC(=O)C2(N(C)Cc3ccccc3)Cc3ccccc3C2)cn1 | 6
109 | Cc1ccsc1-c1cccc(NC(=O)c2ccc(=O)n(C)c2)c1 | -6
110 | Cc1cc(-n2c(C)cc(C(=O)COC(=O)C=Cc3ccc(Br)o3)c2C)no1 | -7
111 | Cc1ccc(NC(=O)CN(C)C(=O)Cn2nc(C)c([N+](=O)[O-])c2C)cc1 | -5
112 | COCc1ccccc1CNc1nnc(C)c(C)c1C#N | -8
113 | COC(=O)C1=C(C)NC(SC)=NC1c1c(OC)ccc2ccccc12 (stereo unspecified) | -2
114 | CCC(CC)NC(=O)c1nc2nc(C)cc(C)n2n1 | -23
115 | N#CC(=C(O)C(F)(F)F)c1nc2ccccc2c(=O)[nH]1 | 11
116 | COc1cccc(C(=O)N[C@H]2C[C@@H](C(=O)NCc3cc(F)ccc3C)N(C)C2)c1 | -10
117 | Cc1cnc(C(=O)OCC(=O)C(C#N)c2nc(C)cs2)cn1 (stereo unspecified) | 16
118 | O=C(c1ccncc1)N1CCC(C(=O)N2C[C@@H]3[C@H](C2)[C@H]2CC[C@@H]3O2)CC1 | 6
119 | S=C1NC2(CCCC2)NN1c1ccccc1 | -8
120 | CCOC(=O)C1(Cc2cccc(F)c2)CCN(Cc2ccn[nH]2)CC1 | -11
121 | CC(=O)NCC1CCC2(CCN(Cc3cc4n(n3)CCCNC4)CC2)O1 (stereo unspecified) | 4
122 | CN(CC1CCCC1)C(=O)c1ccccc1Oc1cccnc1 | -2
123 | O=C1CCCN1C1CCCN(CCOc2ccc(F)cc2)C1 (stereo unspecified) | 9
124 | Cc1cc(CSc2ccc(S(=O)(=O)N(C)C)cn2)no1 | -8
125 | CC(=O)c1ccccc1-c1ccccc1C(=O)NC(C)C | -1
126 | O=C(c1cn2ccsc2n1)N1CC[C@@H](c2ccc(F)cc2)[C@H](O)C1 | -6
127 | O=C(NCc1cccs1)c1cc2c(s1)CCCCC2 | -8
128 | O=c1c(-c2cccs2)[n+]([O-])c2ccccc2n1OCc1ccccn1 | 14
129 | COc1ccnc(NCCC2CC3CCC2C3)n1 (stereo unspecified) | -4
130 | CCN1CCN(C(=O)CCCn2nnnc2CN2CCc3ccccc3C2)[C@@H](C)C1=O | -1
131 | CCC(C)N(C)CCNS(=O)(=O)c1cccc(S(C)(=O)=O)c1 (stereo unspecified) | -9
132 | Cc1nn(C2CCS(=O)(=O)C2)c2nc(-c3cccs3)cc(C(=O)O)c12 (stereo unspecified) | -2
133 | CC(C)C(NC(=O)CCl)c1ccc2c(c1)OCCO2 (stereo unspecified) | -1
134 | CC1CN(C(=O)c2cc(-c3ccc(Br)cc3)n[nH]2)CCO1 (stereo unspecified) | -5&-3
